Screens as filed in PubChem.
PAX8 reporter – inhibitors of PAX8-driven TPO luciferase reporter, primary screen, RMG-I cells, single concentration | SteadyGlo, 24 h | AID 652154, 2013 | inhibition, % at 12.6 µM | 1.2% of 360,000 active;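 active means mean replicate inhibition at least 60% with every replicate also reaching 60%; inconclusive means only one of the two criteria is met; inactive means mean below 60% and not all replicates reaching 60%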;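 further: luciferase light reporting Pax8 driven TPO promoter activity; plate controls were median of neutral control wells for no effect and mitoxantrone controls for full effect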
ERp5 inh – inhibitors of ERp5-driven insulin aggregation, primary screen, biochemical, turbidity, absorbance 650 nm, single point | Protein disulfide-isomerase A6 (Homo sapiens), Q15084 | 90 min | inhibition, % at 9.99 µM | 0.05% of 350,000 active | AID 651711, 2012;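 active means mean replicate inhibition above about 25%, with every replicate also reaching it, limit read from the data, passing the limit was not always enough; inconclusive means only one of those two criteria met; inactive means neither criterion met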
Target sequence (Q15084 whole entry, looked up): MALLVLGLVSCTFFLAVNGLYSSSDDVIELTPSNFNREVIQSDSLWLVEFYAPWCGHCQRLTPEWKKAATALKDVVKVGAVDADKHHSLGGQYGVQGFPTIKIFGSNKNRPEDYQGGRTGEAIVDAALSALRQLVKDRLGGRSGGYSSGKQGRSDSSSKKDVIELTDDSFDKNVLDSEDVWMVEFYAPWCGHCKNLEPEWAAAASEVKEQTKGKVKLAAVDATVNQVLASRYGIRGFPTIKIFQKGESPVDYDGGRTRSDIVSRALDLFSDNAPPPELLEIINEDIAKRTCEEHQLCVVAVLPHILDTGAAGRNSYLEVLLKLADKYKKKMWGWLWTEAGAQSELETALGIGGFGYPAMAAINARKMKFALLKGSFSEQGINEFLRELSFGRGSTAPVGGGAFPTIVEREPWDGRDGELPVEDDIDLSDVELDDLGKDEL
GSIS activator – GLuc luminescence reporter in INS-1E cells, primary screen for activators of glucose-dependent secretion of insulin. INS-1E GLuc reporter insulin secretion, 2-3 h. activation, % at 16.6 µM. 0.61% of 370,000 active. AID 743287, 2014;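 active means lowest replicate activation of at least 40%, so every replicate reaches that level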;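 further: 0% = median of neutral control wells and 100% = median of IBMX positive control wells; some compounds called inactive have numbers as strong as hits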
EWS-Fli block – EWS/Fli-driven NR0B1 reporter inhibitors, primary screen, A673 cells, NR0B1 luciferase, luminescence, MLPCN library; viability-normalised; inhibition, % at 12.6 µM; 0.67% of 350,000 active;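 active means mean inhibition of at least 50% after viability correction, with every replicate also passing that limit; inconclusive means mean reaches 50% but only one of two replicates passes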;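 further: firefly luciferase signal divided by Alamar Blue viability fluorescence both relative to DMSO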
ARNT-TACC3 inh – disruptors of ARNT/TACC3 protein interaction, primary screen, biochemical, AlphaScreen, single concentration. Transforming acidic coiled-coil-containing protein 3 (Homo sapiens), Q9Y6A5. AID 623870, 2012. inhibition, % at 9.99 µM. AlphaScreen His-ARNT PAS-B/GST-TACC3 binding, luminescence; TACC3 fragment carries E629A point mutation. 0.66% of 390,000 active;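 active means mean inhibition of replicates at least 50% and at least half of replicates each reaching 50%; inconclusive means half or more replicates reach 50% but mean below 50%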;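 further: 0% = complete ARNT plus TACC3 wells and 100% = ARNT alone without TACC3; many hits fall short of the cut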
XiGFP reactiv – activators of inactive X chromosome reactivation, primary screen, imaging, XiGFP fibroblasts, GFP high-content imaging, set 2; 0.055% of 360,000 active; XiGFP mouse fibroblasts, % GFP-positive cells imaging, 3 d; cells co-treated with 5-aza-dC sensitizer; scaled so ellipticine positive control = 100%; AID 743238, 2013; activation, % at 7.58 µM;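 active means mean normalized replicate activation at least 10% and every replicate at or above 10%; inconclusive means only one of the two criteria met; inactive means mean below 10% and not all replicates reach 10%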;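 further: 0% = median of on-plate neutral control wells and 100% = ellipticine 6 µM median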
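assay system = SV40-immortalized XiGFP fibroblast cells, line 68-5-11 | buffer or medium = DMEM plus 5-aza-dC sensitizer | doses = single-point pinned compound dosing | times = 3-day compound exposure, then 15 min fixation at room temperature | benchmarks = positive control ellipticine, 6 µM final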
CFTR F508del cor – F508del CFTR correction, initial screen, CFBE line, single point; activity (quench increase), % at 7.58 µM; 0.36% of 350,000 active; AID 720511, 2013; CFBE cells, YFP halide quenching; stimulated with forskolin plus potentiator P3; % fluorescence drop versus neutral controls;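 active means mean added fluorescence quench of at least 8% versus neutral control, with both replicates also reaching 8%; inconclusive means only one of the mean or replicate conditions met; inactive means mean below 8% and not both replicates reaching 8%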;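 further: cells transiently co-express mutant CFTR-F508del with the halide-sensitive YFP; corrector assay measuring rescue of mutant channel to the surface after 24 h compound exposure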
DENV2 CPE rescue – inhibitors of DENV2 cytopathic effect, primary screen, cell-based, plate reader, single concentration; DENV2-infected cells, cytopathic effect rescue; CPE inhibition, % at 9.99 µM; 1.7% of 350,000 active; AID 651640, 2012; in the data active means CPE inhibition above about 20%, passing the limit was not always enough; inconclusive means no clear call, values can overlap the other calls; tested in BHK-21 cells;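 further: 0% = median of neutral control wells and 100% = median of positive control wells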
An asterisk follows results filed as active; ? = inconclusive; / = no result given.

SMILES	PAX8 reporter	ERp5 inh	GSIS activator	EWS-Fli block	ARNT-TACC3 inh	XiGFP reactiv	CFTR F508del cor	DENV2 CPE rescue
O=C(CN1C(=O)NC2(CCCc3ccccc32)C1=O)c1ccc(F)c(F)c1 (stereo not drawn)	-17.4	14.8	-18.6	-3.8	-11.7	0.2	-1.4	7.1
O=C1/C(=C\c2ccncc2)CCc2ccccc21	-1.3	-1.6	/	-6.4	6.5	0.1	-2.4	-15.5
Cc1ccccc1CC1(CO)CCCN(C(=O)CCCN2CCCCC2=O)C1 (stereo not drawn)	-5.8	-1.5	-7.4	-10.8	8.3	-0.1	0.9	-2.4
COc1ccccc1C(=O)Nc1ccc2c(c1)C(=O)N(C)C[C@@H](OC)[C@@H](C)CN(C(C)=O)[C@@H](C)CO2	/	6.9	7.1	1.3	-5.5	0.3	-2.4	-8.1
O=C(NC[C@H]1CC[C@H]2[C@H](CN2Cc2ccccc2F)O1)C1CCCCC1	/	-0.6	/	-2.6	/	/	0.3	11.8
O=C(NCc1ccc(C(F)(F)F)cc1)C1CC(c2ccc(C(F)(F)F)cc2)=NO1 (stereo not drawn)	-13.1	-0.6	-28.5	-0.2	-1.3	0.2	0.1	-12.9
CC1=CC(=C(C#N)C#N)C=C(C)N1CCN1CCN(C(=O)Nc2cccc(Cl)c2)CC1	25.3	0.9	3.5	13.6	-1.3	0.1	1.0	0.4
COc1ccc(CCNC(=O)CC2SC(=Nc3cc(C)cc(C)c3)NC2=O)cc1OC (stereo not drawn)	-3.7	-6.7	-3.4	-2.0	-0.7	0.1	0.9	8.3
CC1CN(C(=O)C(Sc2ccccc2)c2ccccc2)CC(C)O1 (stereo not drawn)	1.9	/	44.0	/	-2.1	0.2	/	/
CC1CCC2C(=O)N(c3cc(Cl)ccc3OC(=O)c3ccco3)C(=O)C2C1 (stereo not drawn)	14.9	2.9	-7.0	22.3	-7.5	0.0	-0.5	12.9
CN1CCN(C(=O)C[C@@H]2CC[C@H]3[C@@H](COC[C@@H](O)CN3Cc3ccc(Oc4ccccc4)cc3)O2)CC1	11.9	8.0	-4.2	18.0	-21.7	-0.2	-0.8	3.6
Nn1c(SCC(=O)N2CCOCC2)nnc1C1CC1	0.2	3.2	-2.4	-1.0	-3.2	0.3	0.7	3.4
CCOc1ccc2nc(COC(=O)c3cccc([N+](=O)[O-])c3)c(C(C)=O)[n+]([O-])c2c1	9.6	1.3	10.4	3.1	/	0.0	-0.3	0.0
Cc1cc(C)cc(NC(=O)CSc2nnc(Cc3cccn3C)n2-c2ccc(F)cc2)c1	11.4	3.7	-1.2	-1.2	4.9	0.3	-2.5	10.8
CC(C)COc1ccc(C(=S)N2CCCC2)cc1	1.7	-4.5	-32.5	2.3	4.5	0.0	-1.2	-3.6
COc1cc(C(CCN2CCCC2)c2c(OC)cc(OC)c3c(-c4ccccc4)cc(=O)oc23)cc(OC)c1OC (stereo not drawn)	-11.6	-6.3	-22.7	4.1	13.8	0.1	2.0	3.7
COc1ccc(S(=O)(=O)Nc2ccc3c(c2)C(=O)N([C@H](C)CO)C[C@H](C)[C@H](CN(C)S(=O)(=O)c2cccs2)OCCCC[C@H](C)O3)cc1	49.9	5.0	-1.6	5.1	7.2	0.0	1.3	-17.0
N#CCCN1CCCN(CCC#N)CCN(CCC#N)CCCN(CCC#N)CC1	-8.2	0.4	8.1	5.0	-10.8	0.0	-1.9	-3.9
NC(=O)C1CCCN(C(=S)Nc2ccccc2)C1 (stereo not drawn)	27.0	0.6	2.6	-1.7	18.2	-0.1	-3.4	/
O=C(/C=C/c1c(Cl)cccc1Cl)N1CCOCC1	-26.7	0.2	15.1	-24.8	-1.8	0.0	4.4	-6.1
COc1ccc(CNn2cnnc2)c(O)c1	5.7	0.7	0.3	-1.3	3.5	0.0	-2.9	-1.6
Cc1ccc([C@@H]2CC=C(C(=O)O)[C@H](c3cccc(Cl)c3)N2S(=O)(=O)c2ccccc2C)cc1	1.5	-0.9	0.6	3.8	-4.5	0.0	1.1	6.8
COc1cccc(C(NC(C)=O)c2nc(-c3cccs3)cs2)c1 (stereo not drawn)	1.7	2.1	26.6	-15.4	/	0.0	-1.7	-6.8
O=C(Nc1ccc(C(F)(F)F)cc1)C1CCN(S(=O)(=O)c2ccc(N3CCCC3=O)cc2)CC1	3.8	7.4	-15.6	/	7.6	0.0	4.4	14.1
Cc1ccc2c(=O)n3c(nc2c1)C(C)NC(=O)c1cccnc1-3 (stereo not drawn)	17.3	-5.5	-9.2	-2.9	/	-0.1	-1.8	-9.4

The list goes on; the last 2 above are carried over.
SMILES	PAX8 reporter	ERp5 inh	GSIS activator	EWS-Fli block	ARNT-TACC3 inh	XiGFP reactiv	CFTR F508del cor	DENV2 CPE rescue
O=C(Nc1ccc(C(F)(F)F)cc1)C1CCN(S(=O)(=O)c2ccc(N3CCCC3=O)cc2)CC1	3.8	7.4	-15.6	/	7.6	0.0	4.4	14.1
Cc1ccc2c(=O)n3c(nc2c1)C(C)NC(=O)c1cccnc1-3 (stereo not drawn)	17.3	-5.5	-9.2	-2.9	/	-0.1	-1.8	-9.4
COc1cccc(/C=N/NC(=O)C(C)n2nnc3ccccc32)c1 (stereo not drawn)	-5.7	/	25.6	/	-5.6	0.9	/	/
O=C(NCC(c1cccs1)N1CCOCC1)c1ccccc1NS(=O)(=O)c1cc([N+](=O)[O-])ccc1Cl (stereo not drawn)	6.6	1.7	-5.4	-18.9	-12.1	-0.1	/	-2.9
C[C@@H]1CN([C@H](C)CO)S(=O)(=O)c2ccc(C3=CCCC3)cc2O[C@H]1CN(C)S(=O)(=O)c1ccc(F)cc1	/	-4.1	-18.1	5.6	9.3	0.4	5.3	3.0
CCCCN(C(=O)c1cccc(-n2cnnn2)c1)c1c(N)n(CCCC)c(=O)[nH]c1=O	-16.4	-0.1	/	1.5	/	0.0	-2.0	3.3
CCOC(=O)c1c(NC(=O)CN2C(=O)N(C)C3(CCCCC3)C2=O)sc(C(=O)N(C)C)c1C	5.9	-3.6	18.7	0.4	-6.5	0.2	0.6	19.4
Cc1ccc(NC(=O)/C=C/c2ccc3c(c2)OCO3)cc1S(=O)(=O)N1CCOCC1	-1.0	-9.4	-0.2	-12.1	5.6	0.0	0.3	/
CCOc1ccccc1NC(=O)c1ccc2c(O)c(S(=O)(=O)c3ccccc3)c(=O)[nH]c2c1	8.9	-0.4	/	-0.5	/	0.2	1.3	?
CCC(C(=O)NC1CCCC1)N(C(=O)Cn1nnc(-c2ccc(C)o2)n1)c1cccc(OC)c1 (stereo not drawn)	1.9	4.8	14.3	0.8	-6.5	0.1	-1.0	-5.1
O=C1Nc2ccccc2OC1CC(=O)N1CCCC1 (stereo not drawn)	1.3	0.5	1.6	-7.6	-7.2	0.1	-0.3	3.8
COc1ccccc1-c1ccc([C@H]2[C@@H](CO)N(C(C)=O)[C@@H]2CN(C)C(C)=O)cc1	/	-0.9	7.2	/	/	0.3	3.3	-0.2
CCC(C)Cn1cnc2c(Sc3c([N+](=O)[O-])ncn3C)nc(N)nc21 (stereo not drawn)	18.9	3.9	8.1	-8.7	-3.5	0.2	-4.2	2.5
COc1ccccc1CNC(=O)CSc1ccc(C)cc1	9.6	-0.9	0.3	0.9	-4.3	-0.1	/	-7.8
O=S(=O)(c1cc(C(F)(F)F)ccc1Cl)N1CCCCCC1	/	-5.1	-4.8	7.4	-3.0	/	3.7	2.4
CCOC(=O)c1ccc(NC(=S)N(CCCN2CCCC2)Cc2cccs2)cc1	7.7	-4.3	4.6	5.3	-0.2	0.0	-1.2	0.9
CCOC(=O)c1sc(N=NC2=C(O)CCCC2=O)c(C(=O)OCC)c1C	4.1	-0.3	-0.4	-8.4	8.5	-0.2	-0.4	-3.1
CC(=O)Nc1ccc(N/C=C(\C=O)c2nc3ccccc3o2)cc1	9.9	?	9.8	11.4	-8.9	0.0	-0.6	-1.4
Cc1ccc(C)c(NS(=O)(=O)c2ccc3c(c2)Cc2cc(S(=O)(=O)Nc4cc(C)ccc4C)ccc2-3)c1	-5.8	/	-6.4	9.0	-7.9	0.2	0.9	/
CCCCCCCCN1C(=O)[C@H](CC(=O)N2CCCC2)C[C@@]2(C(=O)OC)CCCCC=C12	16.8	-7.0	/	2.7	/	-0.1	-2.4	-5.7
COc1ccc(NS(=O)(=O)c2cc(NC(=O)[C@@H](NC(=O)c3ccccc3)C(C)C)ccc2C)cc1	39.6	/	-17.7	/	-4.5	0.0	/	/
CCCN(C(=O)c1cc(-c2ccco2)nc2ccccc12)c1c(N)n(Cc2ccccc2)c(=O)[nH]c1=O	2.8	2.6	23.9	3.4	26.5	-0.1	-5.4	-8.7
C/C(=N\NC(=S)NCc1ccccc1)c1ccc2ccccc2c1OC(F)F	8.0	0.8	-8.2	2.6	4.0	0.0	2.3	16.7
CCOc1ccc(/C=N/n2c(-c3ccccc3)n[nH]c2=S)cc1	-21.9	0.3	5.8	13.0	2.7	0.3	1.3	3.6
O=C(C1CCN(Cc2nc(-c3ccc(Cl)cc3)no2)CC1)N1CCOCC1	4.5	-0.8	-3.9	17.3	-2.2	-0.1	2.7	1.8
CN(C)S(=O)(=O)c1ccc(C(=O)N2CCN(C(=O)C3CCCO3)CC2)cc1 (stereo not drawn)	-0.6	-0.5	6.8	1.2	-32.6	-0.1	0.0	-1.7
CC(C)NC(=O)N(C)C[C@@H]1OCCCC[C@H](C)Oc2ccc(N(C)C)cc2C(=O)N([C@H](C)CO)C[C@@H]1C	5.4	2.4	7.9	/	-2.3	0.2	-0.2	5.7

The list continues:
SMILES	PAX8 reporter	ERp5 inh	GSIS activator	EWS-Fli block	ARNT-TACC3 inh	XiGFP reactiv	CFTR F508del cor	DENV2 CPE rescue
CCC(C)c1ccc(NC(=O)N2CCN(C(=O)C3CCCO3)CC2)cc1 (stereo not drawn)	-3.0	1.5	9.9	-3.7	3.8	0.0	0.4	-1.9
Cc1ccccc1CSCCNC(=O)COc1ccc(Cl)cc1	-4.6	/	-19.4	/	-6.9	0.0	/	/
CO[C@@H]1CN(C)C(=O)c2cc(NC(=O)c3ccccc3F)ccc2OC[C@H](C)N(CC2CCOCC2)C[C@@H]1C	/	-2.6	6.5	6.0	1.8	-0.1	0.1	-2.8
COc1ccc(N(CC(=O)N2CCCC2)S(C)(=O)=O)cc1	9.2	5.8	-3.0	-2.1	-0.5	0.0	-4.7	1.5
CC(=O)c1ccc(N2C(=NC(=O)COc3ccccc3)SC3CS(=O)(=O)CC32)cc1 (stereo not drawn)	1.7	-3.2	30.9	-4.3	/	0.2	-0.1	11.4
Cc1ccc(C)c(-n2cc(CN3CCNC(=O)CC3)c(-c3ccccc3)n2)c1	21.0	-0.5	-8.4	3.2	-3.1	0.0	3.0	5.7
CC1(C)NC(=O)N(CC(=O)OCc2cc(=O)n3cc(Br)ccc3n2)C1=O	7.1	-3.0	-0.4	3.2	-6.7	0.0	-1.1	-6.9

A few values from the list:
Cc1ccccc1CSCCNC(=O)COc1ccc(Cl)cc1 | GSIS activator = -19.4
COc1ccc(N(CC(=O)N2CCCC2)S(C)(=O)=O)cc1 | CFTR F508del cor = -4.7
